PAFAH2 FP inh: PAFAH2 (human) inhibition | actives 0.99% (n = 340,000) | inhibition, % at 3.39 µM | recombinant PAFAH2, FP-rhodamine activity probe, fluorescence polarization | Q99487 | AID 492956;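 active means inhibition above the mean over all tested compounds plus 3 SD, cut at about 30% in these data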;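 further: inhibitors block probe labeling of enzyme so polarization drops; 0% = enzyme with DMSO and 100% = wells lacking PAFAH2 protein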
Numbers without * were called inactive.

SMILES	PAFAH2 FP inh
CC(C)Cn1c(/C=N/Nc2nc3ccccc3[nH]2)nc2ccccc21	-6.1
Cc1cc(C)cc(N(CCC#N)C(=O)COC(=O)c2ccccc2SCC(=O)N2CCCC2)c1	27.0
Cc1ccc(C(=O)CCC(=O)Nc2ccccc2C)cc1C	-1.5
COC(=O)C[C@H](NC(=O)Cn1cc(C)c(=O)[nH]c1=O)C(=O)OC	-10.4
O=C(c1cc2ccccc2cc1OCC(O)CN1CCCCC1)N1CCCCC1 (stereo unspecified)	10.6
CC(C)[Si]1(C(C)C)OCC2OC(n3cnc4c(N)ncnc43)C(N)C2O[Si](C(C)C)(C(C)C)O1 (stereo unspecified)	3.9
O=[N+]([O-])c1cccc(COc2cccc(CN3CCCCC3)c2)c1	-2.1
CS(=O)(=O)c1cccc(C(=O)OCC(=O)c2ccc3c(c2)OCCO3)c1	4.1
CN(C)c1ccc(C(O)c2cc3ccccc3s2)cc1 (stereo unspecified)	9.9
CN(C)S(=O)(=O)c1ccc(C(=O)NN2C(=O)NC3(CCCCC3)C2=O)cc1	5.2
Cc1cc(OCC(=O)NNC(=O)c2cccnc2)cc(C)c1Cl	-7.8
CCCn1c(N)c(C(=O)CN(C)CC(=O)Nc2cc(C)ccc2C)c(=O)[nH]c1=O	10.4
CCOC(=O)c1ccccc1OC(=O)NNc1ccccc1	6.5
O=C(NCc1ccc(F)cc1)c1noc2c1CCCCC2	-16.8
Nc1ncnc2c(C3OC(CO)C(O)C3O)c[nH]c12 (stereo unspecified)	0.4

Gathered by group, the compounds so far containing a halogen
SMILES	PAFAH2 FP inh
Cc1cc(OCC(=O)NNC(=O)c2cccnc2)cc(C)c1Cl	-7.8
O=C(NCc1ccc(F)cc1)c1noc2c1CCCCC2	-16.8

Exported in CSV form: 5 of the compounds above
canonical_smiles,PAFAH2 FP inh
CCOC(=O)c1ccccc1OC(=O)NNc1ccccc1,6.5
CC(C)[Si]1(C(C)C)OCC2OC(n3cnc4c(N)ncnc43)C(N)C2O[Si](C(C)C)(C(C)C)O1 (stereo unspecified),3.9
O=C(NCc1ccc(F)cc1)c1noc2c1CCCCC2,-16.8
COC(=O)C[C@H](NC(=O)Cn1cc(C)c(=O)[nH]c1=O)C(=O)OC,-10.4
CN(C)S(=O)(=O)c1ccc(C(=O)NN2C(=O)NC3(CCCCC3)C2=O)cc1,5.2

Next part
SMILES	PAFAH2 FP inh
O=C(c1cccc(Cl)c1)N1CCN(c2ncccn2)CC1	-3.5
COc1ccc(-c2ccc3c(c2)C2CC3CCN2C(=O)C2CCCCC2)cc1 (stereo unspecified)	-2.0
COc1ccc(OC)c(/C=C/c2ccnc3ccccc23)c1	2.9
O=[N+]([O-])c1ccc(N=Nc2ccc(O)c3ccccc23)cc1	-8.8
COc1ccc(NS(=O)(=O)c2cccc(C(=O)N/N=C/c3ccccc3OC)c2)cc1	-5.8
Cc1ccc(C)c(C(=O)COC(=O)C(C)N2C(=O)C3C4CCC(C4)C3C2=O)c1 (stereo unspecified)	-7.6
O=C(CCC(=O)N1CCN(S(=O)(=O)c2ccccc2Cl)CC1)c1ccccc1	17.2
CCn1ccnc1C(O)c1cccc2ccccc12 (stereo unspecified)	-7.5
O=C(NC1CCCCCC1)c1ccc([N+](=O)[O-])s1	-1.5
CCOc1ccc(NC(=O)c2cccc(NC(C)=O)c2)cc1S(=O)(=O)N1CCCC1	-2.1
NS(=O)(=O)c1ccc(N2CCN(C(=O)C3COc4ccccc4O3)CC2)nc1 (stereo unspecified)	2.2
S=C(c1ccccc1)N1CCN(c2ccccc2)CC1	4.3
Cc1ccc(/C=N/n2c(-c3ccncc3)n[nH]c2=S)cc1	-3.4
O=C(O)CC1(C(=O)O)CCCC1	-1.7
COc1cccc(CN(C)Cc2cc(=O)oc3c(C)c(C)ccc23)c1	-4.8
CC(C)C[C@@H](CNCC(=O)[C@H](C)NC(=O)c1[nH]cnc1C(=O)N[C@H](CN)CC(C)C)NC(=O)c1nc[nH]c1C(=O)N[C@@H](C)C(=O)O	-1.4
CSCCC(NC(=O)c1ccco1)C(=O)N(C)CC(=O)Nc1ccccc1Br (stereo unspecified)	-2.6
CSc1ncc2[nH]c(C(O)c3ccccc3)nc2n1 (stereo unspecified)	-1.2
CN1C(=O)c2ccc(C(=O)Nc3cccnc3)cc2C1=O	4.2
CCCCn1c2c(cc(C(=O)OC)c1=O)C(=O)CCC2	-7.9
COc1ccccc1CC(O)CC1c2c(cc3c(c2OC)OCO3)CCN1C (stereo unspecified)	-0.4
Cc1nn(Cc2ccc(C(=O)N3CCCC3)o2)c(C)c1[N+](=O)[O-]	4.7
O=c1n(CC2CO2)c(=O)n(CC2CO2)c(=O)n1CC1CO1 (stereo unspecified)	0.5
CCOc1ccc(NC(=O)Nc2cc(C(C)C)ccc2C)cc1	0.5
O=C1CCC(C(=O)N2CCc3c(Cl)cccc3C2)CN1CCCN1CCOCC1 (stereo unspecified)	-80.7
CC(C)c1ccc(C=NNc2ccc([N+](=O)[O-])cn2)cc1	-3.1
Cc1c(C(=O)NCc2cccnc2)sc2ncn(CC(=O)N3CCCCC3C)c(=O)c12 (stereo unspecified)	2.3
Cn1cc(CNC(=O)C2CCC(=O)N(Cc3cccc(C(F)(F)F)c3)C2)cn1 (stereo unspecified)	1.0
CC(C(=O)N(C)Cc1cccc(F)c1)N1CCN(S(=O)(=O)c2ccc3c(c2)OCCCO3)CC1 (stereo unspecified)	4.5
CCN1C[C@@H]2[C@@H]3C(=O)N(C)C(=O)[C@@H]3[C@](CC)(C1=O)N2C(=O)c1ccc(F)cc1	13.3
COc1ccc(C(=O)OCC(=O)NCC2CCCCC2)c(OC)c1	65.9*
O=C1CN(S(=O)(=O)c2ccccc2Cl)CCN1	2.3
CCc1ccccc1NC(=O)Nc1ccon1	-1.1
COc1ccc(C(=O)CCC(=O)Nc2ccc(Cl)cc2)cc1	7.4
Cc1cccc(Nc2nnc(SCC(O)=C(C#N)c3nc4ccccc4[nH]3)s2)c1	4.0
CCN1C[C@@H]2[C@@H]3C(=O)N(Cc4ccccc4)C(=O)[C@@H]3[C@](C)(C1=O)N2C(=O)c1ccc(Cl)cc1	1.7
O=C(N/N=C/c1ccc(F)cc1)c1cc(-c2ccccn2)nc2ccccc12	-0.1
COc1cc(C2C(C(C)=O)=C(O)C(=O)N2Cc2ccccc2)ccc1O (stereo unspecified)	6.4
COc1ccccc1NC(=O)Nc1cccc(C)n1	-2.8
O=C(O)C1CCC(C(=O)O)O1 (stereo unspecified)	4.0
COC1=CC(=O)OC(c2ccc(OC)cc2)C1 (stereo unspecified)	5.6
COc1ccccc1NS(=O)(=O)c1cc(C(=O)Nc2ccc(S(=O)(=O)Nc3onc(C)c3C)cc2)ccc1C	13.8
COc1cc(/C=N/NC(=O)c2c(C)nc3ccc(Cl)cn23)cc(OC)c1OC	-0.1
CCC(=O)c1ccc(OCc2cn(CC(=O)c3ccc(O)cc3)nn2)cc1	-8.2
FC(F)(F)c1ccccc1NC(=S)Nc1cccc2cnccc12	11.8

Marked active in PAFAH2 FP inh (from the list above):
SMILES	PAFAH2 FP inh
COc1ccc(C(=O)OCC(=O)NCC2CCCCC2)c(OC)c1	65.9*

Next part:
SMILES	PAFAH2 FP inh
O=S(=O)(Cc1ccccc1)Nc1ccc(F)cc1	0.4
Cc1ccc(S(=O)(=O)N2CCN(C(=O)CCOc3ccccc3C)CC2)cc1C	5.9
COc1cc(N(C)C)ccc1C=c1c2ccccc2n2c1cc(-c1ccccc1)[n+]2C	-34.0
O=C(CSc1nnc(-c2cccs2)o1)N1CCOCC1	-0.1
Oc1c(Br)cc(Br)cc1CNc1nccs1	6.3
CCOc1ccccc1C(=O)OCC(=O)Nc1cccc(S(=O)(=O)NC2=NCCCCC2)c1	29.3
c1ccc(CN=C(NCc2ccccc2)NCc2ccccc2)cc1	0.7
O=C(COc1ccc(Cl)cc1)N1N=C(c2cccs2)CC1c1ccco1 (stereo unspecified)	3.3
NS(=O)(=O)c1ccc(NCc2c(F)cccc2Cl)cc1	-9.1
COc1ccc(CNCCS(=O)(=O)NC2CCCCC2)cc1	-1.3
CN(CC(=O)Nc1cccc(F)c1)C(=O)c1ccc(C(=O)c2ccccc2)cc1	0.8
COc1ccc(C(CNc2ccc(S(=O)(=O)N3CCN(C)CC3)cc2[N+](=O)[O-])N(C)C)cc1 (stereo unspecified)	6.0
CC(C)CC1NC(=O)C(CC(C)C)N(CO)C1=O (stereo unspecified)	-1.4
O=[N+]([O-])c1cc(S(=O)(=O)Oc2ccccc2)ccc1Cl	9.2
O=C(c1ccoc1)N1CCCC(N2CCN(c3cccc(Cl)c3)CC2)C1 (stereo unspecified)	-7.3
COCCn1c(CN2CCN(C(c3ccccc3)c3ccccc3)CC2)nc2c1c(=O)n(C)c(=O)n2C	0.3
C=CCNC(=O)CSc1nc2ccccc2c(=O)n1CCc1ccc(OC)c(OC)c1	1.1
C[C@H](CCC(=O)OCc1cn(CC(=O)c2ccc(O)cc2)nn1)C1CC[C@H]2[C@@H]3CC[C@@H]4C[C@H](O)CC[C@]4(C)[C@H]3C[C@H](O)[C@]12C (stereo partly specified)	10.8
CC(Nc1ccc(Br)cc1)C(=O)Nc1cccc(S(=O)(=O)N2CCOCC2)c1 (stereo unspecified)	0.2
CN1/C(=C/C(=O)COC(=O)C2COc3ccccc3O2)C(C)(C)c2ccccc21 (stereo unspecified)	-29.7
CCOc1ccc(-c2nnc3sc(-c4ccccc4OC)nn23)cc1	-2.7
CC(C)=CCC/C(C)=C/C(N)=O	-1.0
Cc1cccc(S(=O)C(c2ccccc2)c2ccccc2)c1 (stereo unspecified)	5.4
O=C(NCCOc1ccccc1)[C@@H]1CCCN1C(=O)c1cccs1	3.7
CCOC(=O)C1CCN(CCC(=O)Nc2ccc(Br)c(C)c2)CC1	-4.6
CCCC(NC(=O)CCc1c(C)c2cc3c4c(oc3c(C)c2oc1=O)CCCC4)C(=O)O (stereo unspecified)	9.6
Oc1ccc(C2C=C(c3ccc(F)cc3)Nc3ncnn32)cc1 (stereo unspecified)	-8.5
COC(=O)c1sc(NC(=O)CN2CCN(c3cccc(Cl)c3)CC2)c(C(=O)OC)c1C	0.2
CC(C)(C)OC(=O)N1CCCC(C(=O)Nc2ccc(C(=O)NC3CC3)cc2)C1 (stereo unspecified)	-4.0
Cn1c(N2CCCCC2)nc2c1c(=O)n(Cc1cccc(Br)c1)c(=O)n2C	-0.8

Copied from the list:
Entry for CCCC(NC(=O)CCc1c(C)c2cc3c4c(oc3c(C)c2oc1=O)CCCC4)C(=O)O (stereo unspecified) under PAFAH2 FP inh: 9.6
Entry for CCOC(=O)C1CCN(CCC(=O)Nc2ccc(Br)c(C)c2)CC1 under PAFAH2 FP inh: -4.6
Entry for CC(C)=CCC/C(C)=C/C(N)=O under PAFAH2 FP inh: -1.0

Additional records follow.
SMILES	PAFAH2 FP inh
Cc1ccccc1NC(=O)CSc1nc2[nH]c(=O)cc(O)c2s1	2.2
Cc1[nH]n(-c2ccc(Br)cc2)c(=O)c1/C=N/NC(=O)c1ccccc1	9.4
Cc1ccc(N(O)C(C)(C)C)cc1	5.1
Cc1cc(C([O-])=C(C(=S)Nc2ccc(F)cc2)[n+]2ccccc2)c(C)n1-c1ccc(F)cc1	2.6
CCOc1ccc2c(S(=O)(=O)O)cccc2c1[N+](=O)[O-]	-5.3
COc1c(C)cccc1C(=O)NC(=S)Nc1ccc2c(c1)Cc1ccccc1-2	3.6
CC(C)C(=O)C1=Cc2cc([N+](=O)[O-])ccc2OC1N1CCOCC1 (stereo unspecified)	4.4
CCCc1ccc(S(=O)(=O)N/N=C(/C)c2ccc3c(c2)OCO3)cc1	4.8
O=C(C1CC1c1ccccc1)N1CCN(c2cccc(Cl)c2)CC1 (stereo unspecified)	0.7
O=C1C=C(N2CCCCCC2)C(=O)N1c1ccc(Cl)cc1	-1.8
O=C(Nc1ccncc1)C1CC(=O)N(Cc2ccccc2)C1 (stereo unspecified)	-0.6
Cn1nc(CC#N)c2c(=N)n(N)cnc21	1.5
CN(Cc1ccc(C(C)(C)C)cc1)C(=O)c1ccc2c(c1)OCO2	-7.9
CCC(C)N(C(=O)COC(=O)CSc1ccc([N+](=O)[O-])cc1)C1CCS(=O)(=O)C1 (stereo unspecified)	6.7
CCOc1ccc2oc(C(=O)OCC(=O)NCC3CCCO3)c(C)c2c1 (stereo unspecified)	4.7
O=C(NCCc1cccnc1)C1CCC(=O)N(CCc2cccc(F)c2)C1 (stereo unspecified)	1.3
CCN(CC)c1ccc2cc(-c3nnc(-c4ccncc4)o3)c(=O)oc2c1	-0.7
CNC1(C(N)=O)CCN(Cc2ccccc2)CC1	8.6
CN(C)CCC1(C2=CCCC2)CC/C(=C/c2ccc(Cl)cc2)C1=O (stereo unspecified)	-5.0
Cc1nn(C)c(C(=O)Nc2ccc3c(c2)OCO3)c1[N+](=O)[O-]	10.1
CCOC(=O)[C@H]1[C@H]2COc3ccc(Br)cc3[C@@H]2N2C(=O)CN(C)C(=O)[C@@]12C	-0.8
CCN(CC)CC(C)(C)C(=O)/C=C/c1ccc(/C=C/C(=O)C(C)(C)CN(CC)CC)cc1	-7.9
CN1C(=O)NC(=O)C1c1ccccc1 (stereo unspecified)	10.9
Cc1ccc2c(CN3CCN(S(=O)(=O)c4ccc(Cl)cc4)CC3)cc(=O)oc2c1C	0.8
COc1ccc(NC(=O)NCCCCc2ccccc2)cc1	-7.2
CC1=NN(c2ccccc2)C(c2ccco2)C1 (stereo unspecified)	-5.9
CN(C(=O)c1cccc(NC(=O)Cc2ccc(NC(=O)C3CCN(C(=O)CCc4ccccc4)CC3)cc2)c1)C1CCCCC1	-6.4
COc1cccc(C2/C(=C(/O)c3ccc4c(c3)CC(C)O4)C(=O)C(=O)N2CC2CCCO2)c1 (stereo unspecified)	3.8
CCN(CC)Cc1cc2[nH]c3c4ccc(Cl)cc4ncc3c2cc1OC	-1.3
CC1CC2=C(NC(=S)NC2c2cccc(F)c2)/C(=C/c2cccc(F)c2)C1 (stereo unspecified)	-10.1
Cc1ccc(-c2noc(CC(=O)c3ccc([N+](=O)[O-])cc3)n2)cc1	6.7
CCOc1ccc(C(=O)C(CCC(CN(C)C)C(=O)c2ccc(OCC)cc2)CN(C)C)cc1 (stereo unspecified)	-0.1
O=C(Cc1ccc(NC(=O)C2CCCN(C(=O)C3CCCCC3)C2)cc1)Nc1cccc(C(=O)N2CCCCC2)c1 (stereo unspecified)	-2.7

These rows are one share of the data, so the mix of outcomes need not match the whole.
